Compound activity (PubChem BioAssay)
KCNQ2 block: KCNQ2 potassium channel inhibitors, primary screen, cell-based, CHO-K1, FluxOR thallium flux, B-score (AID 2156). 20 min; hits give low values. 310,000 compounds, 1.1% hits. O88943. B-score at 10 µM;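 active = fluorescence ratio B-score at most minus 3 library SDs, with starting brightness B-score within 2 library SDs, cut at about -5.5 in these data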
Kir21 inh: Kir2.1 (mouse) channel inhibition. B-score at 10 µM. AID 1672. 310,000 compounds, 0.85% hits. P35561. HEK293-Kir2.1, FluxOR thallium flux fluorescence; hits give low values;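 active = fluorescence ratio B-score at or below minus 3 SD of library scores, with starting-brightness B-score within 2 SD, cut at about -4.2 in these data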;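 note: channel flux triggered by added potassium and thallium sulfate stimulus; B-score of peak minus minimum fluorescence over baseline after thallium stimulus; more negative B-score means stronger Kir2.1 block with less thallium influx; some compounds called inactive have numbers as strong as hits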
Target sequence (P35561 whole entry, looked up): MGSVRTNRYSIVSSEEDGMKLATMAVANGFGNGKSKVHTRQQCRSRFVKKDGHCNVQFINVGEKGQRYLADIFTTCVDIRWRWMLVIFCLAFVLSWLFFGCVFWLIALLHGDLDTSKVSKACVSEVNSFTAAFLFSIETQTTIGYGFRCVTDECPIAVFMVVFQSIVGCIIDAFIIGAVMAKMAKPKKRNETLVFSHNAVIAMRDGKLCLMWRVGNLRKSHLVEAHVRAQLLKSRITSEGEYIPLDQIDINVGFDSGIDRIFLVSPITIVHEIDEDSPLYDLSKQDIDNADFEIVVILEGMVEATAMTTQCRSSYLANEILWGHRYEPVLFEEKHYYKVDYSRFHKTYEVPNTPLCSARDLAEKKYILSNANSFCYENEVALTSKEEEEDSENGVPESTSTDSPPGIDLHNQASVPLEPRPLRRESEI
Numbers without * were called inactive; i = inactive.

No.	Structure	KCNQ2 block	Kir21 inh
1	O=C(OCC(=O)N1CCN(c2ccccc2)CC1)c1ccc(O)cc1O	i	0.79
2	Cn1c(CC(=O)Nc2ccc(Cl)c(Cl)c2)nnc1SCC(=O)NCc1ccccc1	i	-0.63
3	COC(=O)C1=C(SC)N(c2ccccc2)C(c2ccccc2)CC1=O (stereo unspecified)	i	1.45
4	COc1cccc(NC(=O)Nc2nnc(N3C(C)CCCC3C)s2)c1 (stereo unspecified)	i	0.03
5	CC(=O)CCc1ccc(OCCCOc2cccc3cccnc23)cc1	i	-0.98
6	Cc1ccc(C(O)(C(=O)NNc2ccccn2)c2ccc(C)cc2)cc1	i	1.72
7	CCOC(=O)C1CCN(C(=O)COC(=O)c2ccc(=O)n(Cc3ccccc3)n2)CC1	i	-0.26
8	COc1ccc(Cl)cc1NC(=O)C1CCN(C(=O)C2CC(=O)N(c3ccc(C)cc3)C2)CC1 (stereo unspecified)	i	0.21
9	O=C(O)CCCCCNC(=O)c1cccc(Br)c1	i	0.88
10	CN1CCN(S(=O)(=O)c2ccc(NC(=O)Nc3cccc(Cl)c3)cc2)CC1	i	0.76
11	CC(C)c1nnc(NC(=O)c2ccc(S(=O)(=O)N3CCOCC3)cc2)s1	i	0.94
12	CCC(=O)NCCc1nc2ccccc2n1CC	i	1.12
13	CCc1nc2nc(C)c(NS(=O)(=O)c3ccc(CC(C)C)cc3)c(=O)n2[nH]1	i	2.8
14	CC(C)NC(=S)N/N=C1\CCCc2ccccc21	i	1.41
15	C#CCN(C(=O)c1cc(COc2cccc(C(F)(F)F)c2)on1)C1CCCCC1	i	-0.31
16	COc1ccc(C(=O)CN2C(=O)c3ccccc3C2=O)cc1	i	-0.82
17	O=S(=O)(Nc1ccc2ccccc2n1)c1ccccc1	i	0.94
18	COc1cccc(N(C(=O)c2ccco2)C(C(=O)NC2CCCC2)c2ccc(N(C)C)cc2)c1 (stereo unspecified)	i	2.15
19	O=C(O)c1cc(O)ccc1N=Nc1ccccc1	i	1.48
20	Cn1c(=O)[nH]c(=O)c2c1nc(SCc1ccccc1Cl)n2CC(N)=O	i	-0.82
21	CCN1C(=O)c2ccc(C(=O)Nc3ccc(O)cc3C)cc2C1=O	i	-1.23
22	CCN(C(=O)COC(=O)CNC(=O)c1ccc(C)c(C)c1)C1CCS(=O)(=O)C1 (stereo unspecified)	i	-0.69
23	Cc1cc(NC(=O)CSc2nnc(C3CC3)n2C)no1	i	-2.65
24	CCCCCc1nc2sc3c(c2c(=O)n1N)CCC3	i	0.77
25	O=C(Nc1cccnc1)c1cc2c(ccc3ccccc32)o1	i	-0.57
26	CC(c1cccs1)N(Cc1ccco1)C(=S)Nc1ccc(F)c(Cl)c1 (stereo unspecified)	i	-0.25
27	Nc1cc(N)nc(SCc2ccc(Cl)cc2)n1	i	-0.12
28	CCOC(=O)c1ccc(NC(=O)c2ccc3c(c2)OCO3)cc1	i	-0.24
29	Cc1cccc(OCCOC(=O)CN2C(=O)NC3(CCCC3)C2=O)c1	i	-0.81
30	COc1ccc(S(=O)(=O)N2CCC(N3CCN(Cc4ccccc4)CC3)CC2)cc1	i	-1.64
31	O=[N+]([O-])c1c(NCCCO)cc(N2CCN(Cc3ccc4c(c3)OCO4)CC2)c2nonc12	i	0.58
32	COc1ccc(NC(=O)CSc2nc3c(c(=O)n2-c2ccccc2)SCC3)c(OC)c1	i	0.85
33	CCC(C)C(=O)Nc1nnc(SCC(=O)NC2CCCC2)s1 (stereo unspecified)	i	0.29
34	CCOc1ccccc1N(CC(=O)NC1CCCC1)S(=O)(=O)c1ccc(C)cc1	i	-0.87
35	Cc1ccc(/C=C/C(=O)NCc2ccncc2)cc1	i	0.63
36	CSc1ccccc1NC(=O)C1CCN(S(C)(=O)=O)CC1	i	0.03
37	O=C(NC1CCCCC1)c1ccccc1NC(=S)NC(=O)C1CC1	i	1.26
38	CC(C)(C)NC(=O)CSc1nc2ccc(Nc3nc(N4CCOCC4)nc(N4CCOCC4)n3)cc2s1	i	-0.56
39	COc1ccc(CCn2c(C)cc(C(=O)CSc3nnnn3-c3ccccc3)c2C)cc1	i	-1.86
40	CC(=O)Oc1ccc(/C=N/NS(=O)(=O)c2ccc(C)cc2)c(OC(C)=O)c1	i	-0.4
41	O=C(Cn1cc([N+](=O)[O-])cn1)NCc1ccc(-n2cccn2)cc1	i	0.84
42	COc1ccc(CCNC(=O)CSc2nncs2)cc1	i	-1.98
43	CCOC(=O)C1=C(c2ccccc2)NC(SCC)=C(C#N)C1c1cccnc1 (stereo unspecified)	i	0.08
44	O=C(c1cccs1)N1CCc2c([nH]c3ccccc23)C1c1ccc(Cl)cc1 (stereo unspecified)	i	-0.3
45	Nc1nnc(Cc2ccc(F)cc2)s1	i	0.5
46	CCOc1cc(-c2nnc(NC(=O)c3ccco3)o2)cc(OCC)c1OCC	i	-1.83
47	CN(C)CCNC(=O)Nc1ccc(Cl)c(Cl)c1	i	-1.47
48	COc1ccc([C@@H]2C[C@@H](c3ccccc3)Oc3cc(OC)c(OC)c(OC)c32)cc1	i	-0.11
49	COc1cccc(NC(=O)Cn2c(CCC(=O)O)ccc2-c2ccccc2)c1	i	-0.01
50	Cc1nc(-c2ccc(Cl)cc2)sc1C1(C)CC(c2cccc(F)c2)=NO1 (stereo unspecified)	i	1.48
51	COC(=O)c1ccc(C23CC4(C2)[C@H](CN(Cc2ccc(-c5ccccc5)cc2)[C@@H]4c2ccccc2)C3c2ccc(C(F)(F)F)cc2)cc1 (stereo partly specified)	i	-1.17
52	C(=C\c1ccccc1)/C=N/Nc1nc(N2CCCCC2)nc(N2CCCCC2)n1	i	-0.03
53	c1ccc(OCCN2C3=NCCN3c3ccccc32)cc1	i	0.02
54	O=C(NC(=S)Nc1nc(-c2ccccc2)cs1)c1cncc(Br)c1	i	2.25
55	CS(=O)(=O)N(CC(=O)NCc1ccccn1)c1ccc2c(c1)OCCO2	i	-0.99
56	COC(=O)C1=NN(c2ccccc2)C2C(=O)N(c3ccccc3OC)C(=O)C12 (stereo unspecified)	i	-0.3
57	Cc1ccn2c(C(=O)CSc3ccccc3)c(C)nc2c1	i	0.4
58	CCC(CC)NCCOC(=O)c1ccc([N+](=O)[O-])cc1	i	-0.51
59	CN(C)CCCNC(=S)N1CCC(c2nc3ccccc3[nH]2)CC1	i	0.38
60	O=C(CSCc1cnn(-c2ccccc2)c1-n1cccc1)N1CCN(Cc2ccccc2)CC1	i	-1.74

Brought forward from above: 5 entries, then new ones.
No.	Structure	KCNQ2 block	Kir21 inh
56	COC(=O)C1=NN(c2ccccc2)C2C(=O)N(c3ccccc3OC)C(=O)C12 (stereo unspecified)	i	-0.3
57	Cc1ccn2c(C(=O)CSc3ccccc3)c(C)nc2c1	i	0.4
58	CCC(CC)NCCOC(=O)c1ccc([N+](=O)[O-])cc1	i	-0.51
59	CN(C)CCCNC(=S)N1CCC(c2nc3ccccc3[nH]2)CC1	i	0.38
60	O=C(CSCc1cnn(-c2ccccc2)c1-n1cccc1)N1CCN(Cc2ccccc2)CC1	i	-1.74
61	CN(C)c1ccc(C(=O)/C=C/c2ccccc2)cc1	i	-0.09
62	COc1ccc(C2=NOC(Cn3nc(C(=O)NCc4cccc(C(F)(F)F)c4)cc3-c3ccccc3)C2)cc1 (stereo unspecified)	i	-0.04
63	COC(=O)c1nn(-c2cccc(C)c2)c2nnc(Cc3ccccc3)c(=O)n12	i	-0.63
64	NC(=O)COC(=O)c1ccccc1OCc1ccccc1	i	-0.68
65	Cc1cccc(NC(=O)c2cc([N+](=O)[O-])ccc2N2CCCCC2)n1	i	2.04
66	O=C(c1cccc(F)c1)n1nnc2ccccc21	i	0.22
67	CCOc1cc(C(=O)NC(C)C2CC3CCC2C3)cc(OCC)c1OCC (stereo unspecified)	i	0.3
68	CC(Oc1ccccc1Cl)C(=O)Nc1ccc(S(=O)(=O)N2CCCC2)cc1 (stereo unspecified)	i	0.09
69	CO/N=C/C1CCN(c2ncc(C(F)(F)F)cc2Cl)C1=O (stereo unspecified)	i	-0.01
70	O=C(NCCc1cccc(Cl)c1)c1ccc(Cl)c([N+](=O)[O-])c1	i	2.19
71	Cn1c(CCN2CCN(c3ccc(F)cc3)CC2)nc2cc(NC(=O)c3ccco3)ccc21	i	0.02
72	CCOC(=O)c1csc(NC(=O)CN2CCN(C)CC2)n1	i	0.55
73	CN(C)/C=C/C(=O)c1ccc(-n2cccc2)cc1	i	0.49
74	C=CCNC(=S)/C(=C(/[O-])c1ccc([N+](=O)[O-])cc1)[n+]1ccccc1	i	2.1
75	O=C(CCc1nc2ccccc2s1)N1CCN(S(=O)(=O)c2cccs2)CC1	i	-0.54
76	CC(=O)N1CCN(c2ccccc2NC(=O)COc2ccc(Br)cc2)CC1	i	-1.98
77	Cc1cc(C)cc(NC(=O)CN(C)S(=O)(=O)c2cnc[nH]2)c1	i	-0.63
78	O=C(/C=C1\NC2(CCCC2)Cc2ccccc21)C(=O)N/N=C/c1ccccc1O	i	-1.18
79	CC#CCNCc1ccccc1	i	-0.69
80	COCCCN(CC(=O)NCc1ccccc1)S(=O)(=O)c1ccc(C)cc1	i	-0.65
81	C=CCNc1nc2ccccc2nc1NS(=O)(=O)c1ccc(F)cc1	i	0
82	Cc1nn(Cc2c(Cl)cccc2Cl)c(C)c1NC(=O)CCCn1nc(C)c([N+](=O)[O-])c1C	i	-1.09
83	O=C(NNC1CC(c2ccccc2)=NN1C(=O)c1ccccc1)c1ccccc1 (stereo unspecified)	i	0.03
84	CCN(CC(N)=O)S(=O)(=O)c1ccc(Br)cc1	i	-0.8
85	O=S(=O)(c1ccc(Cl)cc1)N1c2ccccc2Oc2nc3ccccc3nc21	i	0
86	COc1ccc(C(CNC(=O)Cn2[nH]c(=O)c3ccccc3c2=O)N2CCCC2)cc1 (stereo unspecified)	i	-1.86
87	CNc1nc(N)c([N+](=O)[O-])c(Nc2cccc(Cl)c2)n1	i	0.53
88	COc1ccc(CCNC(=O)c2cnccn2)cc1	i	0.18
89	Cc1cc(C)c(NC(=O)Cn2nnc(C(=O)NCc3ccco3)c2N)c(C)c1	i	-0.26
90	CN=C(Nc1ccccc1)SC1CC(=O)N(c2ccc(C(=O)OC)cc2)C1=O (stereo unspecified)	i	-0.36
91	COc1ccc(NC(=O)C(NC(C)=O)C(=O)NCc2ccc(F)cc2)cc1 (stereo unspecified)	i	0.81
92	CS(=O)(=O)c1ccc(NCCc2ccccn2)c([N+](=O)[O-])c1	i	-1.04
93	Cc1ccc(-n2c(SCC(=O)N/N=C/c3ccccc3C(=O)O)nnc2-c2ccccc2)cc1	i	0.8
94	Cc1nc2c(C#N)c[nH]n2c(=O)c1CCO	i	0.97
95	CN(C)S(=O)(=O)c1ccc(N2CCCC2)c(C(=O)Nc2nc3ccccc3s2)c1	i	-2.47
96	O=C(Nc1ccc(F)cc1)c1cc(Cl)sc1Cl	i	-0.23
97	CCOc1ccccc1N1CCN(C(=O)c2cc3c(s2)CCC3)CC1	i	1.42
98	COC(=O)c1sc(N)c(C(=O)OC)c1COC(=O)CNS(=O)(=O)c1ccc(C)c(C)c1	i	-1.38
99	CCOC(=O)Cn1c(C)cc(=O)c2ccccc21	i	1.35
100	O=C(OCCN=C1NS(=O)(=O)c2ccccc21)C1CC(=O)N(c2ccc(Cl)cc2)C1 (stereo unspecified)	i	-0.49
101	O=C1C(c2ccncc2)N(CCC2=CCCCC2)C(=O)CN1C1CCCCC1 (stereo unspecified)	i	-0.15
102	Cc1ccc(CNC(=O)CCS(=O)(=O)c2cc3c(cc2C)NC(=O)CO3)cc1	i	0.74
103	O=c1c2cc(-c3ccccc3)sc2ncn1/N=C/c1ccco1	-5.91*	-1.76
104	O=C(O)c1cc(Nc2cc(Cl)c3nonc3c2[N+](=O)[O-])ccc1O	i	0.52
105	CC/C(=N\NC(N)=O)c1ccc(OC)c(OC)c1	i	0.28
106	O=C(Cc1ccccc1)Nc1ccc(NC(=O)c2cccs2)cc1	i	0.6
107	Cc1ccc(C(=O)Nc2ccc(S(=O)(=O)NCc3ccco3)cc2)cc1	i	-1.66
108	COC(=O)C1=C(C(=O)OC)[C@@H]2N(Cc3ccccc3)c3ccccc3[C@@]23C[C@@H](C(=O)OC)N(C(=O)CC(C)C)C3=N1	i	-0.41
109	Cc1ccc(C(=O)NC2CCCCCC2)cc1N1CCCC1=O	i	1.66
110	O=C(Nc1nnc(SCCC2OCCO2)s1)C1CC(=O)N(c2ccc(F)cc2)C1 (stereo unspecified)	i	0.51
111	Cc1ccc(C(=O)N2CCN(c3ncccn3)CC2)cc1S(=O)(=O)N1CCCCC1	i	2.18
112	COc1cccc(CNC(=O)Cc2csc(Nc3nc(=S)[nH]c4ccccc34)n2)c1	i	0.96
113	Cc1cc(-c2nnc(CCC(=O)NC(C)(C)C34CC5CC(CC(C5)C3)C4)o2)no1	i	-1.72
114	Cc1cc(C(F)(F)F)n2ncc(-c3ccc(F)cc3)c2n1	i	-0.07
115	N#C/C(=C\c1ccccc1)C(=O)NCCN1CCOCC1	i	0.14
116	CCC1Oc2ccc(C)cc2N(CC(=O)NCCc2ccc(OC)c(OC)c2)C1=O (stereo unspecified)	i	0.07
117	CC(C)NC(=O)NC(=O)COC(=O)Cc1ccsc1	i	-0.35
118	Cc1cccc(NC(=S)N=Nc2c(O)n(CN3CCOCC3)c3ccccc23)c1C	i	-0.48
119	COc1ccc(C(C(=O)NC2CCCC2)N(C(=O)c2snc(C(N)=O)c2N)C2CCCC2)cc1OC (stereo unspecified)	i	-0.76
